# Compound activity deposited in PubChem by National Center for Advancing Translational Sciences (NCATS).
# HttQ103 aggreg – inhibitors of mutant huntingtin aggregate formation in PC12 cells | PC12 HttQ103-GFP aggregates, Acumen cytometry, 40 h | Potency, µM (titrated, usually from 46.1 µM), inactives show at the highest dose activity change, negative = inhibition, actives largely listed as inhibitors | 1.1% of 220,000 active; also: potency is read from the fitted curve at half-maximal effect; % is scaled to controls: 0 for no effect and ±100 for the full control effect; nearly all actives have a fitted effect of over 60% in size
#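 Ecdysone-promoter PC12 model expressing HTT exon 1 Q103 fused to GFP, induced by tebufenozide at 100 nM final. Compounds titrated; aggregates sized 1–25 µm scored on a 488 nm laser cytometer.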
# KinaseGlo FLuc – blocks Kinase-Glo luciferase, a counter-screen artifact; Q27757; Kinase-Glo luciferase, ATP luminescence, 8 min; Potency, µM (top dose mostly 38.3 µM), for inactives: top-dose activity change, negative = inhibition, usual class: inhibitors; 0.28% of 200,000 active; AID 1379; also: potency is read from the fitted curve at half-maximal effect; % is scaled to controls: 0 for no effect and ±100 for the full control effect; nearly all actives have a fitted effect of over 60% in size
#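 Compounds were added to a substrate mix at pH 7.2 (50 mM imidazole, 10 uM ATP, within the enzyme's linear range), followed by Kinase-Glo detection reagent; luminescence was measured after 8 minutes at ambient temperature.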
# CBFb-RUNX1 inh – blocks binding between human CBF-beta and RUNX1; 230,000 tested, under 10 active; Potency, µM (series often up to 59.8 µM), for the others: at the top dose activity, negative = inhibition, usual class: inhibitors; AlphaScreen CBFb-His/RUNX1-biotin binding, biochemical; AID 1477; also: % of control where 0% means no effect
# Target sequence (Q01196 whole entry, looked up): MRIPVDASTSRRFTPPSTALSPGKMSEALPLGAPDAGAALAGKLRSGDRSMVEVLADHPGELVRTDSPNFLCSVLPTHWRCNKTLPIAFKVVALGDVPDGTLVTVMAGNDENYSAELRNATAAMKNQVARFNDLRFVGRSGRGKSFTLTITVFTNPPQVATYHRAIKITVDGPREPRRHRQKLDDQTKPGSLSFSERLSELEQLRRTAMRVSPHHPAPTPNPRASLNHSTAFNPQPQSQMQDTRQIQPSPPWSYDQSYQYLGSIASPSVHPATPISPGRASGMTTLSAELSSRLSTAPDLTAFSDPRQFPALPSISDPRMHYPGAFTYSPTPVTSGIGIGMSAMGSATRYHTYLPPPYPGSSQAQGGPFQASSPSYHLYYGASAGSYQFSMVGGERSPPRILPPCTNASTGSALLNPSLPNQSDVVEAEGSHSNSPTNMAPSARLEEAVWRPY
# Target sequence (Q13951 whole entry, looked up): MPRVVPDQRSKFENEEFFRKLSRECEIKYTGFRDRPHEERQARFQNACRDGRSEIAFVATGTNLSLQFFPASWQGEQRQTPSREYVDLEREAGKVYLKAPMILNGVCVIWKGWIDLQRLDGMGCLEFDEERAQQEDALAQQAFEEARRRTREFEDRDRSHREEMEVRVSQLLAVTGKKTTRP
#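 Compounds were screened at multiple concentrations against a preformed CBF-beta(His)/RUNX1(biotin) complex (30 nM of each) for 15 min at room temperature, followed by 90 min with nickel and streptavidin beads and AlphaScreen reading.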
# IMPase Li inh – membrane-permeable IMPase blocker, potentiated with lithium; Potency, µM (series often up to 59.4 µM), for inactives: at the top dose activity, negative = IMPase inhibition, actives largely listed as inhibitors; AID 1457; CHO-M1 cells, IP1 TR-FRET (IP-One), carbachol + lithium; 0.35% of 210,000 active;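 also: IP1 builds up when IMPase is blocked and the TR-FRET signal falls; potency is read from the fitted curve at half-maximal effect; plate controls were basal vehicle for no effect and high inhibitor control for full effect; nearly all actives have a fitted effect of over 50% in size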
#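 CHO-M1, 2000 cells/well, 16–30 h culture; cpd + low Li+, 30 min 37C; lysis with d2-IP1/Eu-anti-IP1 Ab, 10 min RT; TR-FRET 665/620 ratio and 620 channel; AC50 via Hill.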
# Lamin A splicing – changes lamin A minigene splicing in HeLa cells; HeLa LMNA splicing GFP/RFP minigene ratio, 48 h; Potency, µM (doses to about 46.1 µM), inactives show at the top dose ratio change, negative = inhibition, hits mostly inhibitors; 0.01% of 200,000 active; active = well fitted inhibition curve with a large enough effect in the signal ratio, with a control signal flat, not every such curve was filed as active; inconclusive = small, poorly fitted or top-dose-only effect, or effect the other way, or a change in a side signal; the % refers to the signal ratio; also: potency is read from the fitted curve at half-maximal effect; % is scaled to controls: 0 for no effect and ±100 for the full control effect
#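 S3 HeLa stable clones carrying a lamin A-EGFP splicing minigene plus DsRed2 were seeded at 600 cells/well in Opti-MEM with 2% FBS, pin-dosed and incubated 48 h at 37°C. Acumen cytometry (488 nm) gave the GFP/RFP total-intensity ratio.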
# SMN2 splice up – SMN2 splice variant enhancement; HEK293 SMN2-luciferase splicing reporter, luminescence, 30-36 h; Potency, µM (top dose mostly 46.1 µM), for the others: at the top dose activity change, positive = activation, hits mostly activators; 2.8% of 210,000 active; also: potency is read from the fitted curve at half-maximal effect; % of control where 0% means no effect; nearly all actives have a fitted effect of over 55% in size
#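 HEK293 cells carry an SMN2 minigene-luciferase reporter in which exon 7 inclusion puts luciferase in frame. Cells were seeded at 2000 cells/well, attached for 10-12 hours, then exposed to compounds for 30-36 hours at 37C before ONE-Glo luminescence.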
# HTT ATP protect – protects HTT-Q103 PC12 cells, measured by ATP. PC12 HTT-Q103 induced, cytoprotection, ATP luminescence, 40 h. Potency, µM (series often up to 56.4 µM), for the others: cytoprotection (ATP increase), usual class: activators. 0.14% of 230,000 active. AID 1471;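 also: potency is read from the fitted curve at half-maximal effect; % of control where 0% means no effect; nearly all actives have a fitted effect of over 45% in size; toxic huntingtin expression switched on by the ecdysone agonist tebufenozide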
#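 Quantitative HTS on tebufenozide-induced (100 nM) PC12 cells expressing HTTQ103 exon 1–GFP; compounds tested as a concentration series; survival measured via cellular ATP.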
# The depositor's hits bear a star; u = inconclusive; x = no result given; [ ] = dose if it differs, or a comment. Unless noted, calls follow the shape of the dose curve; as a rule, active = well fitted curve in the direction sought with a large enough effect; inconclusive = small, poorly fitted or top-dose-only effect, or another doubt; inactive = no such curve, though single readings can be large; an effect the other way counts as inactive or inconclusive.
entry	SMILES	CBFb-RUNX1 inh	HttQ103 aggreg	KinaseGlo FLuc	SMN2 splice up	HTT ATP protect	IMPase Li inh	Lamin A splicing
1	CC(C)NC(=O)N1CCC2(CC1)CCN(C(=O)c1cnccn1)CC2	x	x	-1%	-7%	20%	2%	x
2	C/C(=N\Nc1ccc2nncn2n1)c1ccc(Cl)s1	1%	16%[9.22 µM]	x	x	26%[10 µM]	x	x
3	O=C1N(CC(=O)N2CCc3ccccc32)CCN1Cc1ccccc1Cl	-3%	-2%[9.22 µM]	2%	-10%	0%	1%[38.3 µM]	0%
4	CCCOCC1CC2(SC(=Nc3ccc(C)cc3)NC2=O)C(=O)O1 (configuration not stated)	4%	0%	0%	u	7%	14%[38.3 µM]	13%
5	CC(C)CCNC(=O)c1cc([N+](=O)[O-])ccc1N1CCOCC1	7%	-15%	x	x	-3%[10 µM]	x	-12%
6	COc1cccc(CNC(=O)CC2C(=O)NCCN2Cc2ccoc2)c1OC (configuration not stated)	-1%	2%[9.22 µM]	3%	x	6%[10 µM]	-5%	8%[46 µM]
7	COc1ccc2c(C)cc(SCC(=O)Nc3nsc(-c4ccc(C)cc4)n3)nc2c1	12%[2.36 µM]	-31%	1%	u	x	10%	3%
8	CCO[C@@H]1OC(C(=O)Nc2ccccc2)=C[C@H](c2ccc3c(c2)OCO3)[C@H]1CCCO	1%	14%[9.22 µM]	x	x	17%[10 µM]	9%	x
9	CCOC(=O)c1sc(S(C)(=O)=O)c2c1CC(C)(C)C/C2=N/O	7%	-6%[9.22 µM]	x	x	-6%[10 µM]	x	-21%[46 µM]
10	Cc1cc(C)c2cc(C=O)c(Cl)nc2c1	0%	18%	2%	-64%[inhibitor]	-53%[inhibitor]	-2%	x
11	CS(=O)(=O)N(CC(=O)Nc1ccc2c(c1)OCO2)c1ccccc1	0%	2%	-3%	-7%	-10%[10 µM]	2%[38.3 µM]	3%
12	NCCOc1ccccc1-c1ccccc1	0%	-14%	-3%	25%	11%	2%[38.3 µM]	23%
13	COc1cc(CNC2CCCC2)c(Br)cc1OC1CCCC1	3%	-11%	-2%	4%	-7%	6%	-19%[46 µM]
14	Cc1ccc(NC(=O)N/C=C/c2ccco2)cc1	-16%	19%	3%	14µM*	0%[10 µM]	9%	-2%
15	Cc1nnc(-c2cnn(-c3ccccc3)c2N)n1Cc1cccc(C(F)(F)F)c1	-3%	14%	-3%	-15%	-8%	-14%[38.3 µM]	-14%
16	O=C1C2C3C=CC(CC3)C2C(=O)N1c1ccc2c(c1)OCO2 (configuration not stated)	-1%	8%	3%	-16%	-24%[10 µM]	8%	-4%
17	O=C(NC1CCCCCC1)c1c(F)c(F)c(F)c(F)c1F	2%	-10%[9.22 µM]	-1%	-7%	0%	-3%[38.3 µM]	1%
18	CCOc1ccc(C2C(C(=O)Nc3ccc(F)cc3)=C(C)Nc3nc(CCCO)nn32)cc1 (configuration not stated)	1%	10%	-2%	8%	2%	-11%[38.3 µM]	2%
19	CNC(=O)[C@H]1O[C@@H](n2cnc3c(NCc4ccc(N)cc4)ncnc32)[C@H](O)[C@@H]1O	3%	x	x	5%	-21%	2%	x
20	O=S(=O)(Nc1nc2ccccc2nc1N1CCN(c2ccccc2F)CC1)c1ccc(Cl)cc1	-7%	-25%[9.22 µM]	2%	-12%	-23%	-7%[38.3 µM]	6%
21	COc1ccc(NC(=O)CSc2nnnn2C2CCCC2)cc1	1%	5%[9.22 µM]	-3%	x	-18%[10 µM]	-1%	x
22	Brc1ccc(Nc2ncnc3[nH]ncc23)cc1	8%	-10%[9.22 µM]	x	x	1%[10 µM]	x	x
23	O=C(O)CCc1ccc(S(=O)(=O)N2CCOCC2)cc1	-5%	17%	-1%	-27%	9%	24%[38.3 µM]	u
24	NC(=O)NC(=O)COC(=O)c1sc2ccccc2c1Cl	3%	-13%[9.22 µM]	x	x	2%[10 µM]	x	x

# Continued; it opens with the three that closed the last part.
entry	SMILES	CBFb-RUNX1 inh	HttQ103 aggreg	KinaseGlo FLuc	SMN2 splice up	HTT ATP protect	IMPase Li inh	Lamin A splicing
22	Brc1ccc(Nc2ncnc3[nH]ncc23)cc1	8%	-10%[9.22 µM]	x	x	1%[10 µM]	x	x
23	O=C(O)CCc1ccc(S(=O)(=O)N2CCOCC2)cc1	-5%	17%	-1%	-27%	9%	24%[38.3 µM]	u
24	NC(=O)NC(=O)COC(=O)c1sc2ccccc2c1Cl	3%	-13%[9.22 µM]	x	x	2%[10 µM]	x	x
25	Cc1ccc(Nc2cc(=O)[nH]c(=O)[nH]2)c(C)c1	-3%	-6%	2%	-31%[inhibitor]	-6%	23%[38.3 µM]	19%
26	CCCCNC(=O)Nc1ccc(C2SCCS2)cc1	1%	22%[9.22 µM]	x	x	-19%[10 µM]	x	x
27	CC(=O)Nc1ccc(NC(=O)C2CC(=O)N(c3ccccc3Cl)C2)cc1 (configuration not stated)	0%	2%	1%	-47%[inhibitor]	-42%[inhibitor]	8%	13%[46 µM]
28	O=C(c1ccco1)N1CCN(C(=O)C2CC(c3ccc(Cl)c(Cl)c3)=NO2)CC1 (configuration not stated)	7%	-34%	-1%	-14%	-6%	22%[38.3 µM]	u
29	O=C(NC1CC1)C1=C[C@H](c2c[nH]c3ccccc23)C[C@H](OCc2ccc(CO)cc2)O1	1%	44%[9.22 µM]	x	x	14%[10 µM]	x	x
30	Nc1ccc(NC(=O)NC2CCCCC2)cc1	3%	11%[9.22 µM]	-2%	x	3%[10 µM]	6%	x
31	Cc1nc(C)c(-c2nnc(-c3ccccc3Cl)o2)cc1C(=O)NN	4%	-26%[9.22 µM]	x	x	10%[10 µM]	x	x
32	COc1ccc(Cl)cc1-c1ccc(C(=O)O)s1	5%[89.1 µM]	x	2%[39.9 µM]	x	-99%[inhibitor][96.6 µM]	-20%	x

# Five compounds drawn at random from the list so far:
entry	SMILES	CBFb-RUNX1 inh	HttQ103 aggreg	KinaseGlo FLuc	SMN2 splice up	HTT ATP protect	IMPase Li inh	Lamin A splicing
27	CC(=O)Nc1ccc(NC(=O)C2CC(=O)N(c3ccccc3Cl)C2)cc1 (configuration not stated)	0%	2%	1%	-47%[inhibitor]	-42%[inhibitor]	8%	13%[46 µM]
31	Cc1nc(C)c(-c2nnc(-c3ccccc3Cl)o2)cc1C(=O)NN	4%	-26%[9.22 µM]	x	x	10%[10 µM]	x	x
25	Cc1ccc(Nc2cc(=O)[nH]c(=O)[nH]2)c(C)c1	-3%	-6%	2%	-31%[inhibitor]	-6%	23%[38.3 µM]	19%
30	Nc1ccc(NC(=O)NC2CCCCC2)cc1	3%	11%[9.22 µM]	-2%	x	3%[10 µM]	6%	x
26	CCCCNC(=O)Nc1ccc(C2SCCS2)cc1	1%	22%[9.22 µM]	x	x	-19%[10 µM]	x	x

# The results go on.
entry	SMILES	CBFb-RUNX1 inh	HttQ103 aggreg	KinaseGlo FLuc	SMN2 splice up	HTT ATP protect	IMPase Li inh	Lamin A splicing
33	CCCCN=c1sc(C(=O)OC)cc(=O)n1CCCC	-10%	30%	0%	-12%	-24%	38%[activator][38.3 µM]	2%
34	CN(NC(=O)Nc1ccc(Cl)cc1)c1c(Cl)c(Cl)nn1C	-17%	-3%	4%	-35%[inhibitor]	-49%[inhibitor]	10%	-16%[9.22 µM]
35	O=C(NCc1ccncc1)c1nnc(Cc2c(F)cccc2Cl)o1	4%	-8%	0%	-2%	1%	-6%[38.3 µM]	-8%
36	COc1ccccc1-n1c(SCC(=O)N2CCCCC2)nc2cccnc21	-7%	7%	-7%	-3%	-16%	-8%[38.3 µM]	2%
37	COc1ccc(CNC(=O)/C=C/c2ccc(OCCCF)cc2)cc1OC	-1%	-17%	-2%	-3%	-20%	4%[38.3 µM]	6%
38	COCCCn1c(=N)c(C(=O)NCc2ccc3c(c2)OCO3)cc2c(=O)n3ccccc3nc21	-12%	2%	-1%	-20%	-8%	16%[38.3 µM]	11%
39	O=C(CCCCCN1C(=O)CCC1=O)Nc1ccc(Br)cc1F	3%	10%	-1%	-18%	2%[0.074 µM]	16%[38.3 µM]	21%
40	COc1ccc(N2CCN(C(=O)c3ccc(-n4nc(C)cc4C)cc3)CC2)cc1	-12%	2%	-5%	-17%	7%	11%[38.3 µM]	u
41	Cc1ccc(S(=O)(=O)c2nc(-c3ccc(F)cc3)oc2SCC(N)=O)cc1	9%	u	8%	-26%	0%[1.9 µM]	2%	5%
42	c1ccc(COc2ccc(Oc3nc(N4CCCCC4)nc(N4CCOCC4)n3)nn2)cc1	7%	-10%	2%	22µM*	-21%	10%[38.3 µM]	7%
43	Nc1nnc(/C=C/c2ccccc2)s1	5%	7%[9.22 µM]	-8%	x	-19%[10 µM]	-1%	-3%[46 µM]
44	Cc1ccc(N2C(N)=C(C#N)C(c3ccsc3)C3=C2CC(C)(C)CC3=O)cc1 (configuration not stated)	2%	6%	-7%	-23%	-16%	3%[38.3 µM]	4%
45	O=C(O)CCCNS(=O)(=O)c1ccc(F)cc1	0%	-6%	-1%	-12%	-3%	-9%[38.3 µM]	u
46	COC(=O)c1ccc(NC(=O)CSC2=Nc3ccccc3C3CC=NN23)cc1 (configuration not stated)	1%	-8%[9.22 µM]	2%	-3%	-18%	14%[38.3 µM]	6%
47	COc1ccc(N=Cc2c(O)cc(C)oc2=O)cc1	-9%	3%	-16%	2%	-11%	-9%	x
48	O=C1OCC/C1=C\c1ccc(O)cc1	2%	-12%[9.22 µM]	x	x	-2%[10 µM]	x	x
49	Cc1sc2nc(CN3CCCCC3)nc(Cl)c2c1C	-2%	-2%	-1%	-121%	28%[10 µM]	0%	u
50	CCN1CCN(S(=O)(=O)c2cc(C(=O)O)ccc2Cl)CC1	6%	11%[9.22 µM]	x	x	6%[10 µM]	x	x
